Polio RdRp inh = inhibitors of poliovirus RNA polymerase binding and polymerization; P03300; % elongation, % (compound at 16.7 µg/mL); poliovirus polymerase elongation, fluorescence polarization; active compounds read low; 150,000 tested, 0.66% active; in the data active = % elongation below about 90%; note: some results filed as inactive read as strong as hits
Target sequence (P03300 1749-2209 limits assumed): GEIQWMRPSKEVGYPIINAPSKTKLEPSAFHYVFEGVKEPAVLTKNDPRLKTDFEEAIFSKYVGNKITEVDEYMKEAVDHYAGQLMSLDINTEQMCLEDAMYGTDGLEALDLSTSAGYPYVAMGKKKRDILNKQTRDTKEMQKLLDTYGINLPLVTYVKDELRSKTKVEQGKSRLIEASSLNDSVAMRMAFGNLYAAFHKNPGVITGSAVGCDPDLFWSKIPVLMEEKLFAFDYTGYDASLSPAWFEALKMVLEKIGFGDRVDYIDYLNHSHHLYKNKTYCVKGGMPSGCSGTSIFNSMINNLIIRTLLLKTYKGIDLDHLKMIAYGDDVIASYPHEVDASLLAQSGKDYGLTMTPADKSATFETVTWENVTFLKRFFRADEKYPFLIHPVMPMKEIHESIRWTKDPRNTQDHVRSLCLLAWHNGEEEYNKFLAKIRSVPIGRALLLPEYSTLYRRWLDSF
Polio RdRp inh FP z-score = recorded beside Polio RdRp inh, whose call it bears; z-score; measured here: FP z-score; hits read low
Active calls of the source: *.

1) CCN=c1scc(-c2ccc(Br)s2)n1N=C1CCCCC1
2) O=C(NCCCN1CCCCCC1)c1ccc2c(Cl)c3c(nc2c1)CCCC3
3) CCOC(=O)Cc1csc(SCC(=O)NC)n1
4) CCN(CC)C(=O)C1CCN(C(=O)c2cnn(-c3ccccc3)c2-n2cccc2)CC1
5) CCc1ccc(NC(=O)CSc2nc3ccccc3c(=O)n2CCCC(=O)N2CCCC2)cc1
6) Cc1cc(Nc2cccc(C(F)(F)F)c2)nc2ccc(NC(=O)c3ccc(Br)o3)cc12
7) COc1cccc(CNC(=O)CCn2ccc3cc(S(=O)(=O)N4CCCC4)ccc32)c1
8) COc1ccc(N(C(C)=O)c2nc3ccccc3[nH]2)cc1

Assay by compound | 1 | 2 | 3 | 4 | 5 | 6 | 7 | 8
Polio RdRp inh | 103 | 101 | 106 | 107 | 103 | 102 | 110 | 99
Polio RdRp inh FP z-score | -0.1 | -0.3 | 0.4 | -0.1 | 0.4 | 0.3 | 0.4 | -0.1

9) CC(=O)c1ccc(NC(=O)c2ccc3c(c2)N(Cc2cccc(Cl)c2)C(=O)c2ccccc2S3=O)cc1 (stereo not drawn)
10) N#Cc1c(C(F)(F)F)cc(=O)[nH]c1S
11) COc1ccc(-c2cn3c(n2)sc2cc(C(=O)Nc4ccccc4F)ccc23)cc1
12) CCC(=O)c1cc(Cl)ccc1O
13) O=C1NC(=O)C2C1Sc1[nH]c(=O)sc1C2c1c[nH]c2ccccc12 (stereo not drawn)
14) O=C(CCn1c(=O)c2sccc2n(CC(=O)Nc2ccccc2)c1=O)NCc1ccccc1Cl
15) O=C(Oc1ccc(-c2nnco2)cc1)c1cccc(S(=O)(=O)N2CCc3ccccc32)c1
16) O=C(CCC(=O)OCC(=O)c1ccc(Cl)cc1)Nc1ccc(Oc2ccccc2)cc1

Assay by compound | 9 | 10 | 11 | 12 | 13 | 14 | 15 | 16
Polio RdRp inh | 106 | 100 | 109 | 103 | 91 | 107 | 104 | 107
Polio RdRp inh FP z-score | 0 | -0.3 | 0.6 | 0.1 | -1.8 | 0.4 | 0.2 | 0.9

17) N#Cc1cn(CC(=O)Nc2ccccc2C(F)(F)F)c2ccccc12
18) COc1ccc(-n2c(/C=C/c3cc(OC)c(OC)cc3OC)nc3cc4ccccc4cc3c2=O)cc1Cl
19) CCOc1ccc(NC(=O)c2oc3ccccc3c2NC(=O)c2ccc(OC)cc2OC)cc1
20) CN(C)C(=O)COC(=O)c1cc(Cl)cc(Cl)c1N
21) N#CC(C#N)=C1C(=O)c2ccccc2C1=O
22) O=C(Oc1ccc(Cl)cc1Cl)c1csc(-c2ccc3nonc3c2)n1
23) Cc1ccc(OCCSc2nc(-c3ccccc3C)nc3cc(=O)[nH]n23)cc1Cl
24) O=C(c1ccccc1Cl)N1CCCC(c2nc3c(nnn3Cc3ccc(F)cc3F)c(=O)[nH]2)C1 (stereo not drawn)

Assay by compound | 17 | 18 | 19 | 20 | 21 | 22 | 23 | 24
Polio RdRp inh | 101 | 105 | 108 | 98 | 92 | 102 | 105 | 102
Polio RdRp inh FP z-score | 0 | -0.6 | 1.3 | -0.8 | -2.3 | -0.1 | -0.2 | -1.1

25) CCC(=O)N(CCc1ccccc1)C1CC(=O)N(c2ccccc2)C1=O (stereo not drawn)
26) CCC1CCCCN1C(=O)c1ccc(C(C)(C)C)cc1 (stereo not drawn)
27) NC(=O)NCC(=O)N1CCN(C(=O)c2ccccc2)CC1
28) O=C(CC(c1cccs1)N1Cc2ccccc2C1=O)N1CCC2(CC1)OCCO2 (stereo not drawn)
29) COc1ccc(CCN2C(=O)NC(NS(=O)(=O)c3ccc(NC(C)=O)cc3)(C(F)(F)F)C2=O)cc1OC (stereo not drawn)
30) Cc1cc2nc(N3CCc4ccccc43)c3ccccc3n2n1
31) Clc1ccc2c(c1)C(N1CCNCC1)=Nc1ccccc1O2
32) O=C1c2oc3ccccc3c(=O)c2C(c2cccc(Br)c2)N1c1ccccn1 (stereo not drawn)

Assay by compound | 25 | 26 | 27 | 28 | 29 | 30 | 31 | 32
Polio RdRp inh | 102 | 106 | 103 | 105 | 105 | 92 | 101 | 101
Polio RdRp inh FP z-score | 0 | 0.3 | 0.2 | 1.2 | 0 | -1.2 | 0.4 | -0.6

33) O=C(O)COc1ccc2nncn2n1
34) COc1ccc(-n2ccnc2SCC(=O)N2CCCC2c2cccs2)cc1 (stereo not drawn)
35) Cc1cccc(C)c1NC1OC(=O)c2ccccc21 (stereo not drawn)
36) CCOCCCNC(=O)c1ccc(-c2nc(CS(=O)(=O)c3ccccc3)c(C)o2)cc1
37) Cc1nc2sccn2c(=O)c1S(=O)(=O)N1CC(=O)N(CCc2ccccc2)C(=O)C1
38) CCOc1ccc(Oc2c(/C=N/NC(N)=O)c(C)nn2-c2ccccc2)cc1
39) CS(=O)(=O)c1ccc2nc(NC(=O)c3ccc4nc[nH]c4c3)sc2c1
40) CC(C)Oc1ccccc1C(O)c1nnc(-c2ccccc2)o1 (stereo not drawn)

Assay by compound | 33 | 34 | 35 | 36 | 37 | 38 | 39 | 40
Polio RdRp inh | 104 | 96 | 102 | 104 | 102 | 105 | 99 | 104
Polio RdRp inh FP z-score | 0.6 | -1 | 0 | -0.6 | 0.1 | 0.3 | -0.1 | 0.2

41) COc1ccc(N=C2SCC(c3ccc(C)cc3)=NN2CCO)cc1
42) CS(=O)(=O)N(CCc1ccccc1)CC(=O)N1CCc2ccccc2C1
43) Cc1ccc2[nH]c(=O)c(-c3noc(C(C)(C)C)n3)cc2c1
44) O=C(CCCC1=NS(=O)(=O)c2ccccc2N1)N1CCCCCC1
45) COc1ccc(NC(=O)Cn2c(=O)nc(-c3ccccc3)c3ccccc32)cc1OC
46) CC(OC(=O)c1cc2sccc2n1C)C(=O)NCc1cccs1 (stereo not drawn)
47) Cc1nc2ccc(Br)cc2c(=O)n1-c1ccccc1N1CCOCC1
48) COc1cccc2c1Oc1ncccc1N(c1ccc(C(=O)NCc3cccc(C)c3)s1)C2

Assay by compound | 41 | 42 | 43 | 44 | 45 | 46 | 47 | 48
Polio RdRp inh | 107 | 103 | 101 | 102 | 105 | 103 | 100 | 106
Polio RdRp inh FP z-score | 0.6 | 0.2 | -0.1 | 0.2 | -0.1 | 0.8 | -0.4 | -0.2

49) CC(Sc1nc(C2CC2)n(-c2ccccc2)n1)C(=O)NC(C)(C#N)C(C)C (stereo not drawn)
50) COc1cccc(NC(=O)CSC2=Nc3ccccc3C3=NC(CC(=O)NCc4cccs4)C(=O)N23)c1 (stereo not drawn)
51) Cc1ccc(NC(=O)CCS(=O)(=O)c2cc3c4c(c2)CCN4C(=O)CC3)c(C)c1
52) CC(C)Cn1c(SCC(=O)Nc2ccc(F)cc2F)nc2ccccc2c1=O
53) Cc1c(C=Nc2cccc3nsnc23)c(=O)n2c([nH]c3ccccc32)c1C#N
54) CCCNC(=O)Nc1ccc2c(c1)CCC2
55) Cc1ccc(Nc2c(-c3cccs3)nc3nc(C)cc(C)n23)cc1
56) Cc1cc(C)cc(NC(=O)C2CCN(c3nnc(-n4c(C)ccc4C)s3)CC2)c1

Assay by compound | 49 | 50 | 51 | 52 | 53 | 54 | 55 | 56
Polio RdRp inh | 104 | 108 | 108 | 107 | 145 | 100 | 109 | 109
Polio RdRp inh FP z-score | 0.3 | 0.2 | 0.1 | 0.5 | 4.9 | -0.9 | -0.9 | 0.7

57) O=C(CC(c1ccccc1)c1ccccc1)Nc1nnc(-c2ccccc2)o1
58) CC(C)CCn1c(=O)c2ccccc2n2c(CN3CCCC3)nnc12
59) Cc1ccc(CNC(=O)CCCn2nc(-n3cccc3)c3c(C)cc(C)nc32)cc1
60) CN(C)c1nc2cc(Cl)ccc2o1
61) COC(=O)c1cc2oc(C)cc2n1Cc1ccc(Br)cc1F
62) COc1cccc2sc(N(Cc3cccnc3)C(=O)c3ccc4c(c3)OCCO4)nc12
63) CCN(CC)c1ccc2ccc(=O)oc2c1
64) CC(C)(CNC(=O)c1ccccc1NS(C)(=O)=O)N1CCCCC1

Assay by compound | 57 | 58 | 59 | 60 | 61 | 62 | 63 | 64
Polio RdRp inh | 103 | 100 | 101 | 103 | 104 | 107 | 100 | 100
Polio RdRp inh FP z-score | 0.2 | -0.4 | 0.1 | 0.2 | -0.7 | 0 | -0.7 | -0.4

14 entries from above, arranged by formula weight, highest first:
5) CCc1ccc(NC(=O)CSc2nc3ccccc3c(=O)n2CCCC(=O)N2CCCC2)cc1
51) Cc1ccc(NC(=O)CCS(=O)(=O)c2cc3c4c(c2)CCN4C(=O)CC3)c(C)c1
56) Cc1cc(C)cc(NC(=O)C2CCN(c3nnc(-n4c(C)ccc4C)s3)CC2)c1
52) CC(C)Cn1c(SCC(=O)Nc2ccc(F)cc2F)nc2ccccc2c1=O
61) COC(=O)c1cc2oc(C)cc2n1Cc1ccc(Br)cc1F
13) O=C1NC(=O)C2C1Sc1[nH]c(=O)sc1C2c1c[nH]c2ccccc12 (stereo not drawn)
41) COc1ccc(N=C2SCC(c3ccc(C)cc3)=NN2CCO)cc1
44) O=C(CCCC1=NS(=O)(=O)c2ccccc2N1)N1CCCCCC1
55) Cc1ccc(Nc2c(-c3cccs3)nc3nc(C)cc(C)n23)cc1
31) Clc1ccc2c(c1)C(N1CCNCC1)=Nc1ccccc1O2

Assay by compound | 5 | 51 | 56 | 52 | 61 | 13 | 41 | 44 | 55 | 31
Polio RdRp inh | 103 | 108 | 109 | 107 | 104 | 91 | 107 | 102 | 109 | 101
Polio RdRp inh FP z-score | 0.4 | 0.1 | 0.7 | 0.5 | -0.7 | -1.8 | 0.6 | 0.2 | -0.9 | 0.4

8) COc1ccc(N(C(C)=O)c2nc3ccccc3[nH]2)cc1
35) Cc1cccc(C)c1NC1OC(=O)c2ccccc21 (stereo not drawn)
10) N#Cc1c(C(F)(F)F)cc(=O)[nH]c1S
54) CCCNC(=O)Nc1ccc2c(c1)CCC2

Assay by compound | 8 | 35 | 10 | 54
Polio RdRp inh | 99 | 102 | 100 | 100
Polio RdRp inh FP z-score | -0.1 | 0 | -0.3 | -0.9

Additional structures
65) CN(Cc1ccccc1)C(=O)c1ccc(CSc2nc3cccnc3n2Cc2ccccc2)cc1
66) CN(C(=O)COC(=O)c1cncc(Br)c1)c1ccccc1
67) CCCCS(=O)(=O)/C=C/C1C2C=CC(C2)C1S(=O)(=O)CCCC (stereo not drawn)
68) Cc1cc2nc3c(=O)n(C)c(=O)n(C)c3nc2cc1N=CN(C)C

Assay by compound | 65 | 66 | 67 | 68
Polio RdRp inh | 114 | 101 | 101 | 82
Polio RdRp inh FP z-score | 0.6 | -0.2 | -0.4 | -4.7

Compound activity (PubChem BioAssay)

This is a subset (hit frequency here may not be typical).
